GRP78 ERSR act – qHTS for Inducers of the Endoplasmic Reticulum Stress Response (ERSR) in Human Glioma: qHTS. AID 602332, 2012. U87-MG GRP78 promoter luciferase reporter, 16 h. Potency, µM, for inactives: top-dose activation, hits mostly activators. 0.02% of 420,000 active; further: potency means the concentration at half of the fitted maximal effect; series mostly up to about 76 µM; % of control where 0% means no effect; nearly all actives have a fitted effect of over 35% in size
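Stably transfected U87-MG human glioma cells carrying a GRP78-based luminescent sensor were seeded at 1000 cells/well, pin-dosed with compounds and incubated 16 h. Luciferase reagent was then added, and end-point luminescence was read after 10 min at room temperature.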
Pol kappa inh – qHTS for Inhibitors of Polymerase Kappa; Potency, µM (top dose mostly 107 µM), for the others: at the highest dose activity, negative = inhibition, actives largely listed as inhibitors; purified Pol kappa, fluorescent DNA synthesis assay, 10 min; DNA polymerase kappa (Homo sapiens), Q9UBT6; 0.53% of 400,000 active; further: potency means the concentration at half of the fitted maximal effect; on the % scale 0 is the no-effect control and ±100 the full control effect
Target sequence (Q9UBT6 whole entry, looked up): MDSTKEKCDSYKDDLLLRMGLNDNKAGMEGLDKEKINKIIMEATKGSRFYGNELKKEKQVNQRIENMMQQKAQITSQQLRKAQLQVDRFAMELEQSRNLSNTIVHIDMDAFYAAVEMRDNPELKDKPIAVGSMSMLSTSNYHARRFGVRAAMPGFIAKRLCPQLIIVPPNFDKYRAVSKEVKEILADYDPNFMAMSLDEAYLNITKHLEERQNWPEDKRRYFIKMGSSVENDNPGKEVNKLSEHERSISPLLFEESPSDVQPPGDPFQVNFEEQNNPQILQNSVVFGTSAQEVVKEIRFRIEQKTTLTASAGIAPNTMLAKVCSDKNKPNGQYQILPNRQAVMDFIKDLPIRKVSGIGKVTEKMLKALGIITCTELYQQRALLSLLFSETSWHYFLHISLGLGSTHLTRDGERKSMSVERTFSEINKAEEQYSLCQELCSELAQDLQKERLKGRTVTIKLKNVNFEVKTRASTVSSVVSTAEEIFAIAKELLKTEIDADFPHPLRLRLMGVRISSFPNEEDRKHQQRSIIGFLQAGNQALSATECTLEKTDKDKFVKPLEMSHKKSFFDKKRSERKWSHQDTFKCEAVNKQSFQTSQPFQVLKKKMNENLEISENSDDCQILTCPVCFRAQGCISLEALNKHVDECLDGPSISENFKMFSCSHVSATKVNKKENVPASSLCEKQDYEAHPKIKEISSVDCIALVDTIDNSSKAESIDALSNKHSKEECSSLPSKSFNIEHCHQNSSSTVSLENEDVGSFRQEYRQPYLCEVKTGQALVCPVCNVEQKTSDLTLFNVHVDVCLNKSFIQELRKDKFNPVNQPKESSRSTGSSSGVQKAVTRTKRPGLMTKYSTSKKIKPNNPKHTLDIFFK
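Enzyme at 10 nM met test compounds for 15 min at room temperature. Substrate addition (50 nM final) began the reaction, which was monitored by fluorescence at 0 and 10 min.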
POLH inh – qHTS for Inhibitors of Polymerase Eta; recombinant Pol eta, fluorescent DNA replication assay; Potency, µM (series often up to 114 µM), inactives show at the top dose activity change, negative = inhibition, usual class: inhibitors; 1.2% of 390,000 active; AID 588591, 2011; further: potency means the concentration at half of the fitted maximal effect; on the % scale 0 is the no-effect control and ±100 the full control effect
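Fluorescent replication assay: 50 nM final substrate added after a 15 min room-temperature compound preincubation with 10 nM enzyme. Signal taken at 0 min and again at 10 min.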
APEX1 inh – qHTS Assay for Inhibitors of the Human Apurinic/apyrimidinic Endonuclease 1 (APE1) | AID 2517, 2012 | recombinant APE1, TAMRA/BHQ-2 abasic DNA cleavage fluorescence | Potency, µM (titrated, usually from 65.8 µM), without a hit: at the top dose activity change, negative = inhibition, hits mostly inhibitors | DNA repair nuclease/redox regulator APEX1 (Homo sapiens), P27695 | 0.35% of 350,000 active;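 further: potency means the concentration at half of the fitted maximal effect; plate controls were vehicle for no effect and reference inhibitor for full effect; nearly all actives have a fitted effect of over 55% in size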
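APE1 at 0.75 nM preincubated 15 min at room temperature with compound. Reaction then started with 50 nM double-stranded THF-abasic substrate labelled with TAMRA/BHQ-2, and 525/598 nm fluorescence read kinetically. Activity taken as third-minus-first read difference, normalized to DMSO and NSC13755 controls.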
BLM inh – qHTS Assay for Inhibitors of Bloom's syndrome helicase (BLM); RecQ-like DNA helicase BLM (Homo sapiens), P54132; recombinant BLM DNA unwinding, fluorescence dequenching; Potency, µM (titrated, usually from 56.1 µM), for the others: top-dose activity change, negative = inhibition, usual class: inhibitors; 0.2% of 350,000 active; AID 2528, 2010;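 further: potency means the concentration at half of the fitted maximal effect; plate controls were vehicle for no effect and no enzyme for full effect; nearly all actives have a fitted effect of over 35% in size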
POLB inh – qHTS Assay for Inhibitors of DNA Polymerase Beta | AID 485314, 2010 | 1.3% of 340,000 active | Pol beta primer extension/strand displacement, fluorescence kinetic | Potency, µM (series often up to 114 µM), for the others: at the top dose activity change, negative = inhibition, usual class: inhibitors; further: potency means the concentration at half of the fitted maximal effect; on the % scale 0 is the no-effect control and ±100 the full control effect
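Preincubation: enzyme (10 nM) with compound, 15 min, RT. Reaction: substrate added to 50 nM final. Reads: 0 and 10 min. Analysis: normalized, Hill fit.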
LDHA inh – qHTS assay for inhibitors of human lactate dehydrogenase; L-lactate dehydrogenase A chain (Homo sapiens), P00338; purified LDHA, NADH/diaphorase-resazurin fluorescence; active compounds read low; AID 1347041, 2019; activity change, % (values are at about 110 or 230 µM); 0.15% of 480,000 active; in the data active means activity change below about -30%; inconclusive means mostly about -25% to -30%;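 further: plate controls were DMSO wells for no effect and wells without enzyme for full effect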
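Human LDH5 at 2 nM final in Tris HCl pH 7.4 with 0.06 mM NADH and 0.2 mM pyruvate, reacted 5 minutes at room temperature. Remaining NADH coupled via diaphorase/resazurin; resorufin fluorescence read at 0 and 20 minutes, normalized to enzyme-free and DMSO wells.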
POLI inh – qHTS for Inhibitors of Polymerase Iota | 1% of 390,000 active | Pol iota fluorescent replication assay, 10 min | DNA polymerase iota (Homo sapiens), Q9UNA4 | AID 588590, 2011 | Potency, µM (top dose mostly 115 µM), for the others: top-dose activity, negative = inhibition, most hits filed as inhibitors; further: potency means the concentration at half of the fitted maximal effect
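Pol iota at 10 nM preincubated 15 min with compounds at room temperature; reaction started with fluorescent substrate, 50 nM final. Fluorescence read kinetically at 0 and 10 min; buffer-only wells as negative control.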
Apoferritin bind – qHTS Assay for Identification of Novel General Anesthetics; Ferritin light chain (Equus caballus), P02791; apoferritin/1-aminoanthracene competitive binding, fluorescence; Potency, µM (series often up to 77.5 µM), for the others: at the highest dose activity change, negative = displacement, actives largely listed as inhibitors; 0.074% of 350,000 active; AID 485281, 2010; further: potency means the concentration at half of the fitted maximal effect; on the % scale 0 is the no-effect control and ±100 the full control effect; nearly all actives have a fitted effect of over 20% in size
Target sequence (P02791 2-175 limits assumed): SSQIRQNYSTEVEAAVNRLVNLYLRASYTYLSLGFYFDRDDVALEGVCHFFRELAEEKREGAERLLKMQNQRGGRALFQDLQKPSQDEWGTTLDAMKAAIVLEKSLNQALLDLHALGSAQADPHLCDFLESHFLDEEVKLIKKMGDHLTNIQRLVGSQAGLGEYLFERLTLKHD
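Probe: 1-aminoanthracene (50% saturated, PBS). Protein: horse-spleen apoferritin, 10 uM. Incubation: 10 min, room temperature. Detection: 380 nm excitation, 535 nm emission. Analysis: normalized response, four-parameter Hill.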
* marks the source's active call; other numbers are inactive results; ? = inconclusive; · = no result given; & = joins results of further samples; [ ] = dose if it differs, or a comment. Unless noted, the call rests on the fitted dose curve; in most records, active means well fitted curve in the direction sought with a large enough effect; inconclusive means small, poorly fitted or top-dose-only effect, or another doubt; inactive means no such curve, though single readings can be large; an effect the other way counts as inactive or inconclusive.

SMILES | GRP78 ERSR act | Pol kappa inh | POLH inh | APEX1 inh | BLM inh | POLB inh | LDHA inh | POLI inh | Apoferritin bind
COc1ccc2c(CNCc3cccs3)c(C(=O)O)n(Cc3ccc(F)cc3)c2c1 | -3% | -3% | -8% | · | 2% | 80% | -2 | -9% | -12%
O=C(O)C1CC=CCC1C(=O)NNc1ccccc1 (stereo not given) | -1% | 2% | -16% | -9% | -1% | 21% | 0 | 71%[activator] | -14%
CC(=O)O[C@H]1[C@H](C)OC=C[C@@H]1OC(C)=O | -5% | 2% | -7% | 14% | -1% | 17% | 5 | -19% | -8%
CN1c2ccccc2-c2nc3ccccc3n2C1c1ccco1 (stereo not given) | 3% | -6% | -18% | 11% | -3% | 7% | 0 | -6% | 588%[activator]
COc1cccc(NC(=O)c2nnn(Cc3ccc(OC)c(Br)c3)c2N)c1 | -2% | -4% | -6% | · | -9% | -6% | -6 | 8% | ?
Cc1ccc(NC(=O)CN2C(=O)c3ccccc3C2=O)nc1 | -3% | -7% | 0% | -12% | 2% | -1% | -4 | 28% | -8%
O=C(O)/C=C1\CCCc2ccccc2C1O (stereo not given) | -1%&-5% | -9% | -6% | -8%&2% | · | · | -7 | 3% | 3%
Cn1c(SCC(=O)NCC2COc3ccccc3O2)nnc1C(F)(F)F (stereo not given) | -2% | -19% | -14% | 8% | · | · | -7 | 7% | ·
CN(C)CCNc1ncnc2sc(-c3ccccc3)cc12 | -8% | -9% | -9% | -35% | 72%[activator] | ? | 0 | 49%[activator] | 0%
O=C(NNC(=O)c1cccs1)c1ccc([N+](=O)[O-])cc1 | 0% | -13% | -1% | 0% | 6% | -22% | -5 | 45%[activator] | -5%
Cc1ccc(Nc2cc(-n3nc(C)cc3C)ncn2)cc1 | 8% | -6% | 1% | -2% | 1% | -25% | -14 | 9% | 4%
Cc1ccc(-c2[nH]c(-c3ccccc3)nc2SCC(=O)NCC2CCCO2)cc1 (stereo not given) | -2%&-3% | 4%&0% | -11%&-12% | 0% | -2%&-1% | -1%&-11% | -6&0 | 5%&8% | -15%&-8%
O=C(/C=C/c1cccc(Cl)c1)NCc1cccs1 | 4% | -6% | -6% | 10% | -4% | 7% | 6 | 9% | -18%
Cc1ccc(NC(=O)CN2CCSc3ccc(S(=O)(=O)N4CCCC4)cc32)cc1 | -5% | -3%[60.1 µM] | -16% | · | -5% | -20% | 1 | -2% | -1%
CCOc1ccccc1NC(=O)c1cnc2n(c1=O)CCS2 | -3% | -20% | -5% | -2% | 0% | 40% | -7 | 23% | -7%
[N-]=[N+]=CC(=O)c1ccnc(C(=O)C=[N+]=[N-])c1 | -2% | -7% | ? | -1% | 0% | -1% | 10 | 15% | -10%
CCN(c1cccc(C)c1)S(=O)(=O)c1c(C)nc2sc(C)cn2c1=O | -4% | -14% | 0% | · | -5% | 0% | -7 | 6% | -13%
CCOC(=O)c1c(NC(=O)Cn2nnc(-c3ccc(Cl)cc3)n2)sc(CC)c1C | -2% | -10% | -14% | -1% | -18% | 3% | -2 | ? | -12%
O=C1c2cccc3cccc(c23)C(=O)N1CCN1CCN(CC(O)COCc2ccc(Cl)cc2)CC1 (stereo not given) | -6% | 1% | -17% | -8% | 117%[activator] | ? | -1 | -7% | -11%
CN(CCCC1CCCC1)C(=O)c1cc(COc2ccc(F)cc2F)on1 | 4% | -9% | -12% | -15% | -14% | 19% | 8 | 13% | 3%
CCn1cc(C(=O)NCCCN2CCC(C)CC2)c2cc(OC)c(OC)cc2c1=O | -2% | 0% | -3% | -3% | -7% | 0% | -3 | -23% | -11%
COc1cccc(CNC(=O)Cn2cc3c(n2)-c2c(oc(C(=O)N4CCOCC4)c2C)CC3)c1 | 2% | -9% | -20% | · | 1% | -2% | 19 | 29% | -6%
CCOC(=O)CSc1nnc2cc(C)c3ccccc3n12 | -10% | -7% | -24% | 1% | 3% | 1% | -7 | 2% | -5%
N/C(=N\OC(=O)COc1ccccc1)c1ccc(Cl)cc1 | 7% | -1% | -14% | 4% | -2% | 9% | 0 | -15% | -8%
CS(=O)(=O)N(CC(=O)N/N=C/c1cccc2c1OCCO2)c1ccccc1Br | -7% | -11% | -16% | ? | -5% | 11% | -3 | -8% | -16%

Exported with values under each structure: entries from further up
Values in the order: GRP78 ERSR act, Pol kappa inh, POLH inh, APEX1 inh, BLM inh, POLB inh, LDHA inh, POLI inh, Apoferritin bind
N/C(=N\OC(=O)COc1ccccc1)c1ccc(Cl)cc1
→ 7%, -1%, -14%, 4%, -2%, 9%, 0, -15%, -8%
CS(=O)(=O)N(CC(=O)N/N=C/c1cccc2c1OCCO2)c1ccccc1Br
→ -7%, -11%, -16%, ?, -5%, 11%, -3, -8%, -16%

(continued)
SMILES | GRP78 ERSR act | Pol kappa inh | POLH inh | APEX1 inh | BLM inh | POLB inh | LDHA inh | POLI inh | Apoferritin bind
CCOc1ccc(N2CC(C(=O)N/N=C/c3sccc3C)CC2=O)cc1 (stereo not given) | -1% | -3% | -23% | -9% | -1% | ? | -5 | 21% | -4%
CCCCCCC1CCC(C(=O)NC(C(=O)O)C(C)C)CC1 (stereo not given) | 0% | -8% | -12% | · | 1% | 33% | -9 | ? | -16%
CCN1C(=O)[C@H]2[C@H]3CN=C(SCc4ccc(Cl)cc4)N3[C@@](CC)(C(=O)OC)[C@H]2C1=O | -3% | -2% | -8% | -11% | · | · | 1 | ? | ·
O=C(CN(CC1CCCO1)C(=O)Cn1nnc(-c2ccc(F)cc2)n1)NC1CCCCC1 (stereo not given) | -4% | -8% | -18% | 0% | -4% | 9% | -2 | 56%[activator] | -22%
COc1ccc(-c2nc3scc(CCNS(=O)(=O)c4cc(F)ccc4OC)n3n2)cc1OC | -2% | -15%[60.1 µM] | 2% | · | 5% | -12% | -3 | -2% | -16%
Cc1ccc(C(=O)N(CC(=O)Nc2ccc(Cl)c(Cl)c2)Cc2ccco2)cc1 | -5% | -13% | -19% | 12% | 3% | 2% | -10 | 0% | 8%
O=C(Cn1cc2c(n1)CCCC2)NC1CCN(Cc2ccccc2)CC1 | -2% | -2% | -8% | -5% | 1% | 47% | -2 | -13% | -7%
C=C1C2CC[C@@]3(C)C(c4ccoc4)OC(=O)C[C@@]13OC1CC(O)C(C)(C)C(CC(=O)OC)[C@@]12C (stereo not given in full) | -5%&-6% | -9%&-6%[60.1 µM] | · | -3%&-4% | -2%&4% | · | · | · | 1%&-5%
COc1ccc(Br)cc1S(=O)(=O)N1CCN=C1C | 2% | -10% | -14% | -3% | -3% | 20% | -10 | -5% | -14%
CCCS(=O)(=O)N1CCC(C(=O)NCCc2ccc(C)cc2)CC1 | -5% | -14% | -17% | -3% | -3% | 6% | -1 | 21% | -3%
O=S(=O)(c1ccc(NC(=S)NCCc2ccccc2)cc1)N1CCOCC1 | -2% | -3% | -29% | 0% | -9% | 11% | -4 | 16% | -18%
COc1ccc(CNC(=O)[C@H](C)NC(=O)C2CCN(C(=O)[C@H](CCSC)NC(=O)OC(C)(C)C)CC2)cc1 | -1% | 1% | -9% | -1% | -3% | 5% | -4 | 13% | -8%
CCCNC(=O)c1ccc(S(N)(=O)=O)cc1 | -5% | -4% | -1% | -2% | 0% | 11% | -7 | 32%[activator] | 35%[activator]
CC(C)(C)Nc1nc(-c2ccc3c(c2)CCN3C(=O)C2CC2)cs1 | 1% | 2% | -12% | 32% | -7% | -16% | -2 | 11% | -10%
CCN(CC)C(=O)C1CCCN(c2ccccc2[N+](=O)[O-])C1 (stereo not given) | -5% | -14% | -13% | 22% | -4% | 45% | -5 | 56%[activator] | -15%
O=C(Cc1ccc2c(c1)OCO2)NN=Cc1ccc([N+](=O)[O-])o1 | -4% | -17% | 1% | -1% | · | · | 1 | 24% | ·
COc1ccc(-c2c(C)c3cc(O)ccc3oc2=O)cc1 | 1% | 3% | -4% | 5% | -2% | 3% | 0 | 39%[activator] | 8%
Nc1nc(-c2cccnc2)nc(N2CCCCC2)n1 | -2% | -5% | -17% | 0% | 0% | 3% | -4 | 16% | -9%
CSCCC(NC(=O)c1ccco1)C(=O)NNC(=O)c1n[nH]c(=O)c2ccccc12 (stereo not given) | 1% | -6% | -14% | 25% | · | · | -5 | -21% | ·
Cc1cc(C(=O)N/N=C/c2ccc(-c3ccc(C)c(Cl)c3)o2)n[nH]1 | -3% | -6% | ? | 5% | -1% | 1% | -5 | 175%[activator] | -4%
O=C(CNc1cccc(Cl)c1)c1ccc(Cl)cc1 | 4% | 8% | -3% | 0% | -3% | 48% | -7 | 3% | -18%
COc1cc2c(cc1OC)CN(C(=O)CCCOc1ccc(Cl)cc1Cl)CC2 | -1% | -11% | ? | -2% | -1% | 5% | 4 | 6% | 10%
N#C/C(=C\c1ccc(N2CCOCC2)o1)C(=O)NCCc1ccccc1 | 4% | 1% | -12% | -11% | -2% | 0% | 2 | 27% | ?
O=C(NCc1ccco1)C1(S(=O)(=O)c2ccc(Cl)cc2)CC1 | -2% | -11% | -2% | 14% | -3% | 31% | -10 | 4% | -8%
Cc1cccc(CSc2nnnn2-c2ccccc2)c1 | -2% | -15% | -7% | 0% | -7% | 2% | 4 | -3% | -4%

An excerpt; count on the stated rates, not on these rows.
